TRb-SRC2 inh = inhibitors of human thyroid hormone receptor beta-SRC2 interaction. Potency, µM (series often up to 106 µM), inactives show at the top dose activity change, negative = inhibition, most hits filed as inhibitors. AID 1469. P10828. 0.065% of 280,000 active. TRbeta-SRC2 peptide binding, fluorescence polarization; receptor liganded with 1 µM T3;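 also: plate controls were bound peptide for no effect and peptide without receptor for full effect; nearly all actives have a fitted effect of over 50% in size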
Target sequence (P10828 whole entry, looked up): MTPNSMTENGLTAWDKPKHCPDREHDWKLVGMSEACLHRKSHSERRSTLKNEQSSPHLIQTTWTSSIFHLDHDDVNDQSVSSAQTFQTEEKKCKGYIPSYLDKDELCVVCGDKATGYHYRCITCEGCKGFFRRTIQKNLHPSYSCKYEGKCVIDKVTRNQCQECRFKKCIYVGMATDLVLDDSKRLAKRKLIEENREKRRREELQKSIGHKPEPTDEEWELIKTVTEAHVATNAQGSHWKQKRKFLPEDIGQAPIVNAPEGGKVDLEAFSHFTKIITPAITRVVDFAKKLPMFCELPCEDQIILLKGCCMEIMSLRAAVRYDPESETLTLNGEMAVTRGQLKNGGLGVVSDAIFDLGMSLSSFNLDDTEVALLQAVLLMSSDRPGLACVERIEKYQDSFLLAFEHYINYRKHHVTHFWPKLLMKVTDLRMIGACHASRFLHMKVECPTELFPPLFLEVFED
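Fluorescence polarization of 20 nM Texas Red SRC2 peptide (20-aa NR interaction domain) bound to 0.6 uM human TRb ligand-binding domain, with 1 uM T3, after 5 hr at ambient temperature; inhibition seen as decreased polarization.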
GAA glycogen = inhibitors or activators of human alpha-glucosidase glycogen cleavage | recombinant GAA, glycogen substrate, Amplex Red glucose oxidase fluorescence | 0.38% of 300,000 active | P10253 | Potency, µM (titrated, usually from 76.4 µM), for inactives: at the top dose activity change, negative = inhibition, hits mostly inhibitors | AID 2100;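 also: 0% = full enzyme reaction and -100% = no-enzyme basal signal; the screen sought inhibitors and activators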
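Natural-substrate format: glycogen cleavage by 4 nM human enzyme, glucose read by Amplex Red coupling (Ex 573, Em 610 nm). Normalized to enzyme and no-enzyme controls.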
TexasRed fluor = counter-screen for TRb-SRC2 inhibitors: fluorescence interference; AID 1479; Potency, µM (highest dose often 106 µM), for inactives: at the highest dose fluorescence change, negative = quenching; TRb/SRC2 Texas Red total fluorescence interference; 0.29% of 280,000 active; active = well fitted curve in either direction with a large enough effect; inconclusive = small, poorly fitted or top-dose-only effect
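Human TRβ ligand-binding domain (0.6 uM) and Texas Red SRC2 peptide (20 nM) in Tris buffer with 1 uM T3 and 5% DMSO were incubated with pinned compound for 5 hr at ambient temperature. Total fluorescence was computed as S + 2P (555/632 nm).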
The depositor's hits bear a star; ? = inconclusive; & = joins results of further samples; [ ] = dose if it differs, or a comment. Unless noted, calls follow the shape of the dose curve; as a rule, active = well fitted curve in the direction sought with a large enough effect; inconclusive = small, poorly fitted or top-dose-only effect, or another doubt; inactive = no such curve, though single readings can be large; an effect the other way counts as inactive or inconclusive. Unless noted, % is scaled to controls: 0 for no effect and ±100 for the full control effect; potency is read from the fitted curve at half-maximal effect. Not all compounds are listed (hit frequency here may not be typical).

The line under a structure holds: TRb-SRC2 inh	GAA glycogen	TexasRed fluor
> COc1cccc(-c2nc3c(c(SCC(=O)Nc4cc(C)ccc4C)n2)Cc2c(CO)cnc(C)c2O3)c1
→ 0%	11%[76.3 µM]	-2%
> COc1ccc(OC)c(NC(=O)c2cc3cccc(OC)c3oc2=O)c1
→ -2%	12%[76.3 µM]	3%
> Cc1cccn2c(=O)c3cc(C(=O)NCc4cccnc4)c(=N)n(CCCO)c3nc12
→ 1%	2%[76.3 µM]	-5%
> CCOc1ccc(NC(=O)CC2C(=O)N(c3ccc(C)cc3)C(=O)N2C2CCCCC2)cc1 (centres undefined)
→ 6%	-1%[76.3 µM]	1%
> Cc1nnc(NCc2ccccc2)c2c1nnn2Cc1ccccc1Cl
→ -4%	8%[76.3 µM]	0%
> COc1cc2c(c(OC)c1)C(c1cc(OC)c(OC)c(OC)c1)CC(=O)N2 (centres undefined)
→ -3%	11%[76.3 µM]	0%
> Cc1cc(C)c(NC(=O)Cn2c(=O)n(CCC(=O)NCc3ccccc3Cl)c(=O)c3sccc32)c(C)c1
→ 11%	12%[76.3 µM]	8%
> COc1ccccc1OCCn1c(NC(=O)c2ccc(Cl)cc2)nc2ccccc21
→ 1%	2%[76.3 µM]	-14%
> COc1ccc(-c2oc3ncn4nc(-c5ccccc5Br)nc4c3c2-c2ccc(OC)cc2)cc1
→ 3%	10%[76.3 µM]	-14%
> O=C(NCc1cccc(Cl)c1)c1oc(=O)c2ccccc2c1-c1ccccc1
→ 4%	19%[76.3 µM]	-4%
> CCOc1ccccc1NC(=O)Cn1c(=O)n(Cc2ccc(C(=O)NCCCOC)cc2)c(=O)c2ccccc21
→ 5%	-2%[76.3 µM]	6%
> CCOc1ccccc1NC(=O)CSc1nc2cc(OC)c(OC)cc2c2nc(CCn3c(C)nc4ccccc43)nn12
→ -7%	-6%[76.3 µM]	-2%
> O=C(NCc1ccccc1F)c1ccc(CN2CC(=O)N3CCCCC3C2=O)cc1 (centres undefined)
→ -9%	-5%[76.3 µM]	7%
> COc1ccc(-c2c3c(=O)n(C)c(=O)n(C)c3c3c(C)nc4ccccc4n23)cc1
→ 1%	8%[76.3 µM]	-18%
> COc1ccc(NC(=O)c2oc3ccccc3c2NC(=O)c2cc3ccccc3o2)cc1
→ -2%	-5%[76.3 µM]	2%
> COc1ccc(C2=C(N3CCN(c4cccc(C)c4C)CC3)c3ccccc3C2=O)cc1
→ 8%	-7%[76.3 µM]	-1%
> CCOC(=O)N1CCC(NC(=O)c2ccc3c(c2)N(Cc2cc(C)ccc2C)C(=O)c2ccccc2S3=O)CC1 (centres undefined)
→ -4%	10%[76.3 µM]	0%
> COc1ccc(N(C(=O)c2cc(OC)c(OC)c(OC)c2)S(=O)(=O)c2ccc(C)cc2)cc1
→ -2%	-10%[76.3 µM]	5%
> O=C(Nc1ccc(F)cc1)N1CCN(c2ccccc2F)CC1
→ -5%	-7%[76.3 µM]	2%
> O=C1CN(C(=O)C2CCCCC2)C(c2ccccc2)c2cc(F)ccc2N1 (centres undefined)
→ 10%	8%[76.3 µM]	-2%
> Cc1cc(C)n2c(Nc3ccccc3C)c(-c3cccs3)nc2n1
→ -11%	?	0%
> Cn1c(=O)c2c(nc(SCC(=O)Nc3ccccc3F)n2Cc2ccc(Cl)cc2)n(C)c1=O
→ 3%	-13%[76.3 µM]	-2%
> CCCN(CCC)CCCNC(=O)c1cn(CC)c2ccc(S(=O)(=O)N(C)C3CCCCC3)cc2c1=O
→ 2%	12%&-4%[76.3 µM]	-1%
> CCc1cccc(C)c1NC(=O)c1cc(S(=O)(=O)N2CCOCC2)cn1C
→ 1%	-4%[76.3 µM]	2%
> Cn1c(-c2ccccc2)cnc1NCc1ccccc1O
→ 5%	?	-11%
> O=C(C1CC1)N1CCc2cc(Br)cc(S(=O)(=O)N3CCN(c4ccccc4)CC3)c21
→ 7%	15%[76.3 µM]	-1%
> Cc1cc(C)n(-c2nc3ccccc3nc2Nc2ccc(C(C)C)cc2)n1
→ 2%	16%[76.3 µM]	-1%
> CCN(CC)CCN(C(=O)c1ccco1)c1nc2c(C)cccc2s1
→ -2%	-4%[76.3 µM]	2%
> Cc1cccc(NC(=O)c2ccc3c(c2)CCN3S(=O)(=O)c2ccccc2)c1C
→ 1%	9%[76.3 µM]	0%
> Cc1ccc(-c2nc3ccccn3c2Nc2ccccc2C)s1
→ 2%	?	-2%
> CCOc1ccc(-n2nc3ccc(NC(=O)c4ccc(C)cc4C)cc3n2)cc1
→ 0%	2%[76.3 µM]	-1%
> CCc1cccc(CC)c1NC(=O)c1c(C)oc2ccc(O)c(CN3CCCC3)c12
→ -11%	-4%[76.3 µM]	10%
> Cc1ccccc1CNCCCSc1nnnn1-c1ccccc1
→ -3%	12%[76.3 µM]	7%
> CC(C)Oc1ccc(CNC(=O)C2CCN(c3nc4ccccc4n(C)c3=O)CC2)cc1
→ -2%	4%[76.3 µM]	-3%
> COc1ccc(CCNC(=O)c2cn(C)c3ccc(S(=O)(=O)N(C)C)cc3c2=O)cc1OC
→ -2%	15%[76.3 µM]	-2%
> COc1ccc2c(CNC3CCCCCC3)c(C(=O)O)n(Cc3ccccc3F)c2c1
→ -6%	-9%[76.3 µM]	-1%
> Clc1ccc2nc(-c3ccc(N4CCOCC4)cc3)c(Nc3ccccc3)n2c1
→ 1%	9%[76.3 µM]	-1%
> COc1cc(-c2nc(-c3cccc(Cl)c3)c(-c3ccccc3)[nH]2)cc(OC)c1OC
→ 10%	5%[76.3 µM]	-3%
> CCC(C(=O)NC1CCCCC1)n1nc(C)c2sc3ccccc3c2c1=O (centres undefined)
→ -3%	-2%[76.3 µM]	-2%
> Cc1nc2nc(NC(=O)CC(C)C)[nH]n2c(=O)c1Cc1ccccc1
→ -2%	-5%[76.3 µM]	1%
> COc1ccc2[nH]cc(CCNC(=O)Nc3cccc(F)c3)c2c1
→ 3%	-5%[76.3 µM]	-4%
> Cc1ccc(C(C)C)c(OCC(=O)Nc2cccc(NC(=O)c3ccco3)c2)c1
→ 4%	0%[76.3 µM]	?
> CCC1=Nc2cc(C(=O)NC(C)c3ccccc3)ccc2Sc2ccc(Cl)cc21 (centres undefined)
→ 1%	11%[76.3 µM]	-2%
> Cc1ccc(Cl)cc1N1CCN(C(=O)c2cn(C)c3ccc(S(=O)(=O)N(C)C4CCCCC4)cc3c2=O)CC1
→ -3%	-3%[76.3 µM]	1%
> COc1ccccc1NC(=O)C1=C(C)Nc2nc3ccccc3n2C1c1cccc(OC)c1OC (centres undefined)
→ -10%	4%[76.3 µM]	-10%

Rewritten bar-delimited: twelve of the compounds above.
molecule | TRb-SRC2 inh | GAA glycogen | TexasRed fluor
COc1cccc(-c2nc3c(c(SCC(=O)Nc4cc(C)ccc4C)n2)Cc2c(CO)cnc(C)c2O3)c1 | 0% | 11%[76.3 µM] | -2%
COc1ccc(OC)c(NC(=O)c2cc3cccc(OC)c3oc2=O)c1 | -2% | 12%[76.3 µM] | 3%
Cc1cccn2c(=O)c3cc(C(=O)NCc4cccnc4)c(=N)n(CCCO)c3nc12 | 1% | 2%[76.3 µM] | -5%
CCOc1ccc(NC(=O)CC2C(=O)N(c3ccc(C)cc3)C(=O)N2C2CCCCC2)cc1 (centres undefined) | 6% | -1%[76.3 µM] | 1%
Cc1nnc(NCc2ccccc2)c2c1nnn2Cc1ccccc1Cl | -4% | 8%[76.3 µM] | 0%
COc1cc2c(c(OC)c1)C(c1cc(OC)c(OC)c(OC)c1)CC(=O)N2 (centres undefined) | -3% | 11%[76.3 µM] | 0%
Cc1cc(C)c(NC(=O)Cn2c(=O)n(CCC(=O)NCc3ccccc3Cl)c(=O)c3sccc32)c(C)c1 | 11% | 12%[76.3 µM] | 8%
COc1ccccc1OCCn1c(NC(=O)c2ccc(Cl)cc2)nc2ccccc21 | 1% | 2%[76.3 µM] | -14%
COc1ccc(-c2oc3ncn4nc(-c5ccccc5Br)nc4c3c2-c2ccc(OC)cc2)cc1 | 3% | 10%[76.3 µM] | -14%
O=C(NCc1cccc(Cl)c1)c1oc(=O)c2ccccc2c1-c1ccccc1 | 4% | 19%[76.3 µM] | -4%
CCOc1ccccc1NC(=O)Cn1c(=O)n(Cc2ccc(C(=O)NCCCOC)cc2)c(=O)c2ccccc21 | 5% | -2%[76.3 µM] | 6%
CCOc1ccccc1NC(=O)CSc1nc2cc(OC)c(OC)cc2c2nc(CCn3c(C)nc4ccccc43)nn12 | -7% | -6%[76.3 µM] | -2%

The list goes on.
The line under a structure holds: TRb-SRC2 inh	GAA glycogen	TexasRed fluor
> Cc1ccc(O)c(Nc2nc3ccccc3c3nncn23)c1
→ -6%	?	-3%
> COc1ccc(NC(=O)c2c(C)oc3ccc(O)c(CN4CCN(Cc5ccccc5)CC4)c23)cc1
→ 0%	15%[76.3 µM]	-27%
> Cc1nn(CC(=O)NCC(C)c2ccccc2)c(=O)c2cc3ccccc3n12 (centres undefined)
→ 2%	10%[76.3 µM]	-24%
> CCOc1ccc(Nc2nc3cc(Cl)c(Cl)cc3nc2-n2nc(C)cc2C)cc1
→ -1%	-24%[76.3 µM]	0%
> Cc1ccc(NC(=O)/C(C#N)=C/c2ccc(C(C)C)cc2)cc1C
→ -8%	-5%[76.3 µM]	2%
> CC(C)CC(=O)n1nc(-c2cccnc2)nc1NCc1ccc(F)cc1
→ -6%	-8%[76.3 µM]	0.089µM*[quencher]
> Cc1ccc2c(CC(=O)Nc3ccc(S(=O)(=O)N4CCCCC4C)cc3)coc2c1C (centres undefined)
→ 5%	-9%[76.3 µM]	-10%
> Cc1ccc(NC(=O)Nc2nnc(N3CCCC3)s2)c(C)c1
→ -5%	10%[76.3 µM]	-2%
> CCn1cc(C(=O)NCc2ccc(C)cc2)c(=O)c2cc(S(=O)(=O)N3CCC(C)CC3)ccc21
→ -8%	-6%[76.3 µM]	1%
> Cc1cccc(C)c1OCC(=O)N(Cc1ccco1)Cc1ccco1
→ -5%	12%[76.3 µM]	1%
> CCC(Cc1ccccc1)NC(=O)c1csc2c1CCCCC2 (centres undefined)
→ -5%	-5%[76.3 µM]	7%
> O=C(NCCc1ccccc1)c1ccc(Cn2c(SCc3ccccc3F)nc3cccnc32)cc1
→ -6%	-15%[76.3 µM]	?
> CCCCn1cc(S(=O)(=O)c2ccc(OCC)cc2)c(=O)c2cc(OC)c(OC)cc21
→ 1%	-16%[76.3 µM]	-1%
> Cc1cccc(NC(=O)c2ccc3c(O)c(S(=O)(=O)c4ccccc4)c(=O)[nH]c3c2)c1C
→ -5%	19%[76.3 µM]	-1%
> CCNC(=O)c1c(NC(=O)c2cc(=O)c3ccc(C)c(C)c3o2)sc2c1CCCC2
→ 1%	16%[76.3 µM]	-27%
> COc1ccc(CNC(=O)CCCc2nnc3n(CCC(C)C)c(=O)c4sccc4n23)cc1
→ -6%	-10%[76.3 µM]	-1%
> CCc1ccc(-c2nc(CN3CCCC(C(=O)NCc4ccccc4Cl)C3)c(C)o2)cc1 (centres undefined)
→ -10%	-5%[76.3 µM]	-3%
> Cc1cccc(NC(=O)CN2C(=O)C(c3ccccc3)=NC23CCC(C)CC3)c1 (centres undefined)
→ 1%	3%[76.3 µM]	1%
> COc1ccc(CNC(=O)CN(c2cc(C(F)(F)F)ccc2Cl)S(C)(=O)=O)cc1
→ 6%	-8%[76.3 µM]	-3%
> Cc1cccc(-c2noc(-c3ccccc3OCC(=O)Nc3ccccc3[N+](=O)[O-])n2)c1
→ -4%	?	-2%
> CCOc1cccc(C(=O)Nc2nnc(S(=O)(=O)N(C)c3ccc(C)cc3)s2)c1
→ 1%	-3%[76.3 µM]	-12%
> CC(=O)c1cccc(NC(=O)Nc2cc3c(cc2N2CCCC2)n(C)c(=O)n3C)c1
→ -7%	?	-2%
> O=C(CCCCn1c(=O)c2ccccc2n(Cc2ccccc2F)c1=O)NCc1ccc2c(c1)OCO2
→ -2%	-4%[76.3 µM]	13%
> COc1cccc(C(=O)N(Cc2ccco2)c2ccccn2)c1
→ -4%	-1%[76.3 µM]	?
> Cc1ccc(C)c(-c2ccc(=O)n(Cc3ccc(F)cc3Cl)n2)c1
→ -4%	-5%	-1%
> CCS(=O)(=O)N1CCc2cc(C(=O)N3CCN(c4ccc(OC)cc4)CC3)ccc21
→ 7%	11%[76.3 µM]	-2%
> COc1cc(OC)c(NC(=O)c2cc3c(s2)-c2ccc(Cl)cc2SC3)cc1Cl
→ 3%	0%[76.3 µM]	-2%
> Cn1c(/C(C#N)=C/c2ccccc2Br)nc2ccccc21
→ -7%	-22%[76.3 µM]	-66%
> COc1cccc(NC(=O)CSc2nc(-c3ccccc3Cl)nc3c2Cc2c(CO)cnc(C)c2O3)c1
→ 12%	-9%[76.3 µM]	0%
> COc1cc(OC)cc(C(=O)Nc2ccc(-c3nc4cc(C(C)C)ccc4o3)cc2)c1
→ 3%	3%[76.3 µM]	5%
